Bioassay records as filed in PubChem.
FXIIa inh: human FXIIa protease inhibitors, primary screen, biochemical, 1536-well; Coagulation factor XII (Homo sapiens), P00748; purified FXIIa, Boc-QGR-AMC fluorogenic substrate, 2 h; inhibition, % at 5 µM; 220,000 tested, 0.3% active; AID 800, 2007; in the data active = inhibition above about 40%;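 also: 0% = enzyme with no compound and 100% = blank without enzyme; many of its hits are not listed in these tables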
thrombin 1536: human alpha-thrombin inhibitors, primary screen, counter-screen for coagulation protease inhibitor project, biochemical, 1536-well, fluorogenic AMC substrate. 220,000 tested, 0.26% active. Boc-VPR-AMC fluorogenic substrate cleavage. inhibition, % at 5 µM;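 active = inhibition at or above 40%; inactive = inhibition below 40%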;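 also: 0% = enzyme with no compound and 100% = wells without enzyme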
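System: Human alpha-thrombin protein | Medium: pH 7.5 Tris (50 mM) with NaCl 150 mM, Tween 20 0.05% | Times: Enzyme reaction carried out at room temperature | Detection: AMC fluorescence, 355/460 nm | Evaluation: Percent inhibition scaled between no-compound controls and no-enzyme blanks | Benchmarks: Enzyme without compound as high, wells lacking enzyme as low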
Rad51 HR inh: human RAD51 strand exchange inhibitors, primary screen, biochemical, fluorescence; DNA repair protein RAD51 homolog 1 (Homo sapiens), Q06609; hRad51 DNA strand exchange, fluorescence dequenching; inhibition, % at 10 µM; 200,000 tested, 0.085% active; AID 1385, 2008;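 active = inhibition above 40% at the single screening dose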;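 also: 0% = DMSO control wells and 100% = blanks with heterologous ssDNA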
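Read-out basis: percent inhibition relative to plate controls and blanks / Assay system: human Rad51 nucleoprotein filaments preassembled on unlabelled ssDNA / Timing: filaments 15 min 37 °C, then compound 30 min / Control set: per-plate controls and blanks / Technique: fluorescence dequenching at 485/520 nm / Compound: 10 µM final, single point / Also added: Fluorescein- and BHQ1-tagged 47-mer duplex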
KLK5 inh: human KLK5 protease inhibitors, primary screen, biochemical, 1536-well | Kallikrein-5 (Homo sapiens), Q9Y337 | recombinant hK5, fluorogenic AMC substrate cleavage | inhibition, % at 5 µM | 210,000 tested, 0.59% active | AID 873, 2007;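 active = inhibition of 40% or more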;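 also: 0% = enzyme controls without compound and 100% = no-enzyme blanks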
L929 necroptosis: inhibitors of zVAD-triggered necroptosis, primary screen, L929 cells | AID 1377, 2008 | L929 zVAD necroptosis rescue, ATP luminescence, 24 h; with zVAD 60 µM | 220,000 tested, 0.38% active | viability rescue, % at 10 µM;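 active = activation, scaled between plate controls, above about 75%, limit read from the data; inactive = activation under that limit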;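 also: 0% = zVAD with DMSO and 100% = DMSO alone without zVAD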
TNF death inh: inhibitors of TNF-alpha triggered necroptosis, primary screen, cell-based, Jurkat FADD-/-, single concentration. Jurkat FADD-/- TNF necroptosis rescue, ATP luminescence, 24 h; 0 = TNF only, 100 = no-TNF cells. activation (protection from cell death), % at 10 µM. 220,000 tested, 0.068% active. AID 463075, 2010;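 active = activation, meaning protection from cell death, of at least 50% relative to plate controls; inactive = activation below 50%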;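 also: necroptosis triggered by 40 ng/mL TNF-alpha added together with compound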
Hck-Nef inh: inhibitors of Nef-activated human Hck kinase, primary screen, biochemical, Z-Lyte FRET, 384-well, Hck-YEEI. Tyrosine-protein kinase HCK (Homo sapiens), P08631. Recombinant Hck-YEEI plus Nef, Z-Lyte FRET kinase assay. inhibition, % at 20 µM. 220,000 tested, 0.68% active. AID 463187, 2010;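 active = Hck-Nef kinase inhibition above about 50%, limit read from the data; inactive = inhibition below that limit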;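 also: 0% = DMSO with Hck plus Nef and 100% = Hck alone without Nef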
Cl transport mod: KCC2 cotransporter modulators, thallium flux, primary screen, cell-based, HEK293 KCC2, FluoZin-2 fluorescence, MLSMR | Solute carrier family 12 member 5 (Homo sapiens), Q9H2X9 | 190,000 tested, 2.2% active | B-score of Tl+ flux slope (higher = more flux/activation; lower = inhibition) at 10 µM | KCC2 cells, thallium flux FluoZin-2 fluorescence | AID 1456, 2008;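 active = thallium flux slope and its plate-corrected score both differing from the plate sample mean at a set confidence after two filtering rounds, in either direction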;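 also: slope of fluorescence scaled to starting intensity during 10 to 20 s after thallium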
FXIa inh: human FXIa protease inhibitors, primary screen, biochemical, 1536-well. Coagulation factor XI (Homo sapiens), P03951. purified FXIa, Boc-Glu-Ala-Arg-AMC fluorogenic substrate. inhibition, % at 5 µM. 220,000 tested, 0.14% active. AID 798, 2007;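 active = inhibition of at least 40%; inactive = inhibition below 40%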;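 also: fluorescence of freed AMC excited at 355 nm; 0% = enzyme without compound and 100% = no enzyme blank; many of its hits are not listed in these tables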
Target sequence (P03951 19-387 limits assumed): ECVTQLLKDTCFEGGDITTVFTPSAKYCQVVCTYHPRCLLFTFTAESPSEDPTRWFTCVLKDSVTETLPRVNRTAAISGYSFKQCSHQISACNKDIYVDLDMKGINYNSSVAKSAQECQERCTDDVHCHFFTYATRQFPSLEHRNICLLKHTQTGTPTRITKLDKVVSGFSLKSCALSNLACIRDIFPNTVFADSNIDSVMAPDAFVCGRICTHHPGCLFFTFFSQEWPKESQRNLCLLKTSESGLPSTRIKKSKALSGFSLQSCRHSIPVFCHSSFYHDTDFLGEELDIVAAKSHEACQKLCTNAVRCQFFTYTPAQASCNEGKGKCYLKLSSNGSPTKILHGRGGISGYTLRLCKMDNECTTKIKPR
Target sequence (P03951 388-625 limits assumed): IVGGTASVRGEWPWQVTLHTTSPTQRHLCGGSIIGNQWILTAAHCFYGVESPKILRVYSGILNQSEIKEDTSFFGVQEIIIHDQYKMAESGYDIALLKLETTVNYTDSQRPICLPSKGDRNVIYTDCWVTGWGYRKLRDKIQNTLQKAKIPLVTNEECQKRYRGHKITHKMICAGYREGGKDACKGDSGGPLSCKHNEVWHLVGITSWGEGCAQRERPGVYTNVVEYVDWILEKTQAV
* = called active by the depositor; x = not tested or not shown. The list is partial (hit frequency here may not be typical).

Values run as follows: FXIIa inh	thrombin 1536	Rad51 HR inh	KLK5 inh	L929 necroptosis	TNF death inh	Hck-Nef inh	Cl transport mod	FXIa inh
> Cc1cc(=O)oc2cc(OCC(=O)NCc3ccccn3)ccc12
 : 4	-4	-2	2	0.8	-0.5	2	0.56	-10
> COc1ccc(C2=CC(=O)OC3(CCCC3)O2)cc1
 : 23	0	6	-29	0.5	0.9	-1	x	14
> COc1ccc(Cl)cc1C(=O)NNC1CC(=O)N(Cc2ccc(Cl)cc2)C1=O (stereo not drawn)
 : 7	-5	-4	-24	2.7	0.7	5	0.2	-4
> O=C(NCCN1C(=O)S/C(=C\c2ccc(Cl)c(Cl)c2)C1=O)c1cnccn1
 : 7	-13	4	-11	0.2	0.4	8	1.3	-4
> COc1ccc(C(=O)NC2(C(F)(F)F)C(=O)Nc3c2c(=O)[nH]c(=O)n3CCc2ccc(OC)c(OC)c2)cc1 (stereo not drawn)
 : 9	0	-7	-13	0.7	0.6	-1	0.0039	0
> C/C(=N\NC(=O)OC(C)(C)C)c1ccccc1Br
 : 6	-8	-100	-3	-1.0	1.5	17	-0.29	-7
> COc1ccccc1OCc1ccc(C(=O)N2CCOCC2)o1
 : 24	2	x	-6	1.1	2.1	4	-1	23
> COCCCNC(=O)c1c(N)n(/N=C/c2ccccn2)c2nc3ccccc3nc12
 : -15	-2	x	-11	0.1	-8.3	10	-0.47	-15
> COCCCNC(=O)CC1Oc2ccccc2NC1=O (stereo not drawn)
 : 11	16	0	56*	0.9	0.4	14	0.59	14
> Cc1c(N=Cc2ccc(O)c(Br)c2)cccc1[N+](=O)[O-]
 : 4	-3	x	-1	-0.2	2.1	7	-0.11	8

(next part)
Values run as follows: FXIIa inh	thrombin 1536	Rad51 HR inh	KLK5 inh	L929 necroptosis	TNF death inh	Hck-Nef inh	Cl transport mod	FXIa inh
> Cc1ccccc1C(=O)NNc1ccc([N+](=O)[O-])cc1
 : -9	0	0	0	-0.1	1.3	-19	0.91	-2
> CCOc1ccc(N2CC(C(=O)NCc3ccc(C)n3C)CC2=O)cc1 (stereo not drawn)
 : 3	-1	x	x	0.3	1.3	-15	0.44	0
> O=C(/C=C/c1ccc(Cl)cc1Cl)NCCSc1ccccc1
 : 27	-1	2	-24	0.7	2.2	2	-1.2	24
> COc1ccc(C(NC(=O)c2ccco2)c2ccc(OC)c(OC)c2)cc1OC
 : 19	1	0	1	-0.4	-1.3	2	0.5	1
> CC(C)Cn1c(N)c(C(=O)COC(=O)CN2C(=O)C3CC=CCC3C2=O)c(=O)n(C)c1=O (stereo not drawn)
 : 9	-5	-1	0	1.8	-3.1	26	-0.75	3
> COc1ccccc1-c1nc(-c2ccncc2)no1
 : 4	-1	-1	-10	-0.3	-4.7	2	-0.51	0
> O=C(c1ccc(Br)cc1)N1CCCC1
 : -11	3	-3	6	0.7	-0.4	4	0.0062	4
> Cc1ccnc(NS(=O)(=O)c2ccc(NC(=O)c3cc(-c4ccccc4)nc4ccccc34)cc2)n1
 : 15	-2	13	9	-0.2	1.5	2	-0.72	34
> COC(=O)N/N=C/c1ccc([N+](=O)[O-])o1
 : 5	-5	-6	-3	-0.4	-3.0	9	0.4	2
> CCn1cc(C(c2ccccc2)C(C(C)=O)[N+](=O)[O-])c2ccccc21 (stereo not drawn)
 : 10	2	0	-2	-1.0	-1.6	0	-0.21	8

In the list so far, these have a furan ring, fused or not.
Values run as follows: FXIIa inh	thrombin 1536	Rad51 HR inh	KLK5 inh	L929 necroptosis	TNF death inh	Hck-Nef inh	Cl transport mod	FXIa inh
> COc1ccccc1OCc1ccc(C(=O)N2CCOCC2)o1
 : 24	2	x	-6	1.1	2.1	4	-1	23
> COc1ccc(C(NC(=O)c2ccco2)c2ccc(OC)c(OC)c2)cc1OC
 : 19	1	0	1	-0.4	-1.3	2	0.5	1
> COC(=O)N/N=C/c1ccc([N+](=O)[O-])o1
 : 5	-5	-6	-3	-0.4	-3.0	9	0.4	2

Further results follow:
Values run as follows: FXIIa inh	thrombin 1536	Rad51 HR inh	KLK5 inh	L929 necroptosis	TNF death inh	Hck-Nef inh	Cl transport mod	FXIa inh
> N=c1n(CCCOc2ccccc2Cl)c2ccccc2n1CC(N)=O
 : 3	-4	-18	-1	-1.1	-5.5	13	0.19	-2
> CCCOc1ccc(C2C(C(=O)c3ccc(C)o3)=C(O)C(=O)N2CCN2CCOCC2)cc1OC (stereo not drawn)
 : -4	-12	6	-7	0.1	-0.2	2	x	1
> Cc1ccc(N2C(=O)c3cccc(Oc4ccc(Cl)cc4)c3C2=O)c(C)c1
 : 1	-9	x	-26	0.2	1.9	0	-1.4	-4
> COC(C(=O)Nc1ccccc1F)c1ccccc1 (stereo not drawn)
 : 12	3	8	7	10.0	84*	-2	-0.33	-13
> CCN(CC)c1ccc(S(=O)(=O)N2CCOCC2)cc1NC(=O)CNCc1ccccc1
 : 2	1	-12	7	-0.8	2.0	-2	-5.6*	11
> COc1ccc(-c2c([C@H]3[C@H]4C=CC[C@@H](C)[C@@H]4C(=O)N3Cc3ccccc3)ccc3ccccc23)cc1OC
 : 11	1	-2	2	-0.1	0.3	26	1.1	2
> CCOC(=O)c1nn(-c2ccc(Cl)cc2)c2nnc(Cc3ccc(C)cc3)c(=O)n12
 : 27	1	-27	-18	1.3	1.0	4	x	18
> Oc1ccc(Nc2nc(-c3cccs3)cs2)cc1
 : 17	-5	-19	-14	0.7	0.8	4	-0.5	6

Another view of part of the listing above:
mol,FXIIa inh,thrombin 1536,Rad51 HR inh,KLK5 inh,L929 necroptosis,TNF death inh,Hck-Nef inh,Cl transport mod,FXIa inh
N=c1n(CCCOc2ccccc2Cl)c2ccccc2n1CC(N)=O,3,-4,-18,-1,-1.1,-5.5,13,0.19,-2
CCCOc1ccc(C2C(C(=O)c3ccc(C)o3)=C(O)C(=O)N2CCN2CCOCC2)cc1OC (stereo not drawn),-4,-12,6,-7,0.1,-0.2,2,x,1
Cc1ccc(N2C(=O)c3cccc(Oc4ccc(Cl)cc4)c3C2=O)c(C)c1,1,-9,x,-26,0.2,1.9,0,-1.4,-4
Oc1ccc(Nc2nc(-c3cccs3)cs2)cc1,17,-5,-19,-14,0.7,0.8,4,-0.5,6
CCOC(=O)c1nn(-c2ccc(Cl)cc2)c2nnc(Cc3ccc(C)cc3)c(=O)n12,27,1,-27,-18,1.3,1.0,4,x,18
CCN(CC)c1ccc(S(=O)(=O)N2CCOCC2)cc1NC(=O)CNCc1ccccc1,2,1,-12,7,-0.8,2.0,-2,-5.6*,11

Reformatted in CSV form: entries from further up
Compound,FXIIa inh,thrombin 1536,Rad51 HR inh,KLK5 inh,L929 necroptosis,TNF death inh,Hck-Nef inh,Cl transport mod,FXIa inh
C/C(=N\NC(=O)OC(C)(C)C)c1ccccc1Br,6,-8,-100,-3,-1.0,1.5,17,-0.29,-7
Cc1ccccc1C(=O)NNc1ccc([N+](=O)[O-])cc1,-9,0,0,0,-0.1,1.3,-19,0.91,-2
